Source: PubChem
DAX1 inh-1 = inhibitors of DAX1 repression of SF-1 activated StAR promoter; inhibition, % at 6.8 µM; AID 652010; actives 1.1% (n = 370,000); HEK293T StAR-luciferase reporter, SF-1/DAX-1 repression relief;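 active means inhibition above the mean over all tested compounds plus 3 SD, cut at about 3.6% in these data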;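 further: 0% = DAX-1 cells with DMSO and 100% = cells lacking DAX-1 with DMSO; higher inhibition means more luminescence from relief of DAX-1 repression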
NR1D1 modulator = modulates human Rev-erb alpha binding to DNA; P20393; Rev-erbα–FITC-DNA binding, fluorescence polarization, 90 min; activity, % at 10 µM; actives 0.79% (n = 370,000); AID 1259318;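 active means activity above about 14%, limit read from the data; passing the limit was not always enough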;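 further: 0% = DMSO wells with 35 nM protein and 100% = DMSO wells with 750 nM protein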
ssDAF-12 act = activators of S. stercoralis DAF-12 nuclear receptor; HEK293 ssDAF-12/GRIP1 lit1-tk-luc reporter, luminescence; % of 3 µM dafachronic acid response; activation, % at 6.8 µM; actives 1% (n = 370,000); AID 652126;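 active means activation above the mean over all tested compounds plus 3 SD, cut at about 0.9% in these data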;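 further: 0% = DMSO-only wells and 100% = 3 µM delta7-dafachronic acid wells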
MBD2 inh = MBD2-methylated oligo binding inhibition; Q9UBB5; TR-FRET, MBD2 binding to methylated oligonucleotide; inhibition, % at 4.4 µM; actives 0.31% (n = 370,000); AID 686964; in the data active means inhibition above about 13%
hcDAF12 agonist = H. contortus DAF-12 activation, primary screen | AID 652067 | actives 1.4% (n = 370,000) | HEK293 hcDAF-12 lit1-tk-luc reporter, luminescence; 0% DMSO, 100% Δ7-dafachronic acid | activation, % at 6.8 µM;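 active means activation above the mean of all tested compounds plus 3 SD, cut at about 5.5% in these data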;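 further: 100% = response to 3 µM Δ7-dafachronic acid high control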
PLCb3 inh = inhibitors of human phospholipase C beta3; Q01970; Purified PLC-beta3, fluorogenic substrate, fluorescence; inhibition, % at 12.2 µM; actives 0.18% (n = 370,000); in the data active means inhibition above about 11%;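 further: 0% = median of compound wells on plate and 100% = full blocker control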
Target sequence (Q01970 whole entry, looked up): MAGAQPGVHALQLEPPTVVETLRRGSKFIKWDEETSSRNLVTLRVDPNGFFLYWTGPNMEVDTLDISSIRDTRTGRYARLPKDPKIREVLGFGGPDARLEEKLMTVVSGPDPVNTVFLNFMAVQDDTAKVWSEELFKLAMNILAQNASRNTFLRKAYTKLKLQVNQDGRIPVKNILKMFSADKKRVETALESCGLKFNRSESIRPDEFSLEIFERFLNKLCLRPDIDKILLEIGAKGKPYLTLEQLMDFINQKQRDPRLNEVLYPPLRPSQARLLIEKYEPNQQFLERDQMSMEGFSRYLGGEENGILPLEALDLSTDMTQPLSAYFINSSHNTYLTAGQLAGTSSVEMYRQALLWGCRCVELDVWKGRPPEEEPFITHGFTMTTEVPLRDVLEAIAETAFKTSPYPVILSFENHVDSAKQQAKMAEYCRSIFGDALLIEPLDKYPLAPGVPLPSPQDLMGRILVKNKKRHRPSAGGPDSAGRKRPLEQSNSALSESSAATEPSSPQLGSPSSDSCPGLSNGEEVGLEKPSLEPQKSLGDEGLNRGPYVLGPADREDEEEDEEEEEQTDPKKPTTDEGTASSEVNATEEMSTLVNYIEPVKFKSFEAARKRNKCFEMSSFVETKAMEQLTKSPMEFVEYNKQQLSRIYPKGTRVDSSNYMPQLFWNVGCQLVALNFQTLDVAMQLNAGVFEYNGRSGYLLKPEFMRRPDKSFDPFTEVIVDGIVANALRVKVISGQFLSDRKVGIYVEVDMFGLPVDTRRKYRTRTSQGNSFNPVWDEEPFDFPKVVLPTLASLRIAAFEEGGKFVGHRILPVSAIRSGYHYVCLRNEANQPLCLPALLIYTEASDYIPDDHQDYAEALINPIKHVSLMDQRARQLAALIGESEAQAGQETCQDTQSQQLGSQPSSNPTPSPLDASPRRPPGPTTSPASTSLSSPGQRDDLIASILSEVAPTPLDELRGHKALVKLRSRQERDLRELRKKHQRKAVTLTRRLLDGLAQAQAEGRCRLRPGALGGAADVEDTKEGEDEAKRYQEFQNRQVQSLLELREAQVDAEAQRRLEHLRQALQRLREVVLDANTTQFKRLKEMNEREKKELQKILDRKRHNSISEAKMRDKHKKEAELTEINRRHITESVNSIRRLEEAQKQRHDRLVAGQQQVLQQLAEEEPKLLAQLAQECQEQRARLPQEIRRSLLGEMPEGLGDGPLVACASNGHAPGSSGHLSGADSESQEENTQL
DAX1 inh-2 = inhibits human nuclear receptor DAX1; P51843; actives 0.99% (n = 340,000); AID 504766; inhibition, % at 6.75 µM; HEK293 Gal4-DAX1 luciferase reporter, luminescence;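 active means inhibition above the mean over all tested compounds plus 3 SD, cut at about 4.2% in these data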;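 further: 0% = DAX1-transfected cells with DMSO and 100% = empty-vector control cells with DMSO; inhibition shows as a rise in luminescence from relieved DAX1 repression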
hgDAF12 agonist = activates the H. glycines DAF-12 receptor ligand-binding domain; activation, % at 6.8 µM; actives 1.8% (n = 370,000); AID 687014; HEK293 GAL4-hgDAF12 UAS-luciferase reporter, agonist luminescence; normalized to butyrate control;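 active means activation above a cutoff set at the mean of all screened compounds plus 3 SD, cut at about 10% in these data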;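 further: 0% = DMSO wells and 100% = sodium butyrate wells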
ADAM17 inh = inhibits human ADAM17; P78536; recombinant ADAM17, EDANS/DABCYL FRET peptide cleavage; inhibition, % at 6.95 µM; actives 0.83% (n = 370,000); AID 720648;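 active means inhibition above the mean of compounds lying between control limits plus 3 SD, set per campaign, cut at about 8.5% in these data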;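 further: 0% = DMSO-only wells as the low control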
PLCg1 inh = PLC-gamma1 (human) inhibition, primary screen. inhibition, % at 12.2 µM. purified PLC-gamma1, fluorogenic substrate, fluorescence. actives 0.84% (n = 370,000). AID 720700. P19174; in the data active means inhibition above about 9.5%
SMARCA2 activ = activators of SMARCA2 function; MG213 cells, MMTV-luciferase reporter, dexamethasone, overnight; activation, % at 9.1 µM; actives 1% (n = 370,000); AID 652017; in the data active means activation above about 7.8%;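 further: 0% = vehicle wells and 100% = reference activator wells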
* hit, by the source's call; i = inactive; . = no result given.

structure,hcDAF12 agonist,SMARCA2 activ,DAX1 inh-2,ssDAF-12 act,DAX1 inh-1,hgDAF12 agonist,PLCg1 inh,PLCb3 inh,NR1D1 modulator,MBD2 inh,ADAM17 inh
C#CCOc1ccc(/C=N/NC(=O)c2cccnc2)cc1OCC,-0.1,0.4,1.1,-1.3,-1.2,3.3,-5.8,-16.9,.,0.6,-0.2
O=C(CN1C(=O)NC2(CCCCC2)C1=O)Oc1ccc2c(C(F)(F)F)cc(=O)oc2c1,-2.0,-3.9,-0.7,-1.5,0.3,-3.6,i,i,2.8,-3.6,i
Cc1ncc([N+](=O)[O-])n1CC(=O)N/N=C/c1ccccc1F,1.1,-1.5,1.3,-1.4,0.7,2.1,6.0,11.1*,0.6,-5.3,9.9*
CC1CN(c2nc3ccccc3cc2-c2ccccc2)CC(C)O1 (stereo not given),-1.6,1.0,1.4,-1.5,-0.2,0.7,-11.8,-16.2,3.1,-3.5,-11.6
CC(=O)Nc1cc(-c2ccccc2Cl)cn2c(-c3ccc(S(C)(=O)=O)cc3)cnc12,-1.0,-3.1,.,-1.0,-1.8,2.2,-118.5,-170.8,-2.4,5.0,-103.1
O=C(Cn1nnc2ccccc21)OCC(=O)c1ccc(F)cc1,0.9,-2.4,-1.0,-1.8,-0.5,0.0,1.6,-1.6,-0.3,1.4,-3.5
C/C=C\C=C/C(=O)Nc1cccc(C2=NOC3(C2)C[C@@H](C(N)=O)N(C(=O)CCCCC)C3)c1 (stereo not given in full),-0.3,1.2,-0.8,-1.3,-0.1,-0.2,4.4,-1.6,10.6,4.5,0.3
COc1ccc(CN2C(=NC(=O)c3ccccc3)SC3CS(=O)(=O)CC32)cc1 (stereo not given),-2.3,-2.2,1.2,-0.4,-0.1,0.4,1.8,-3.9,-3.9,3.5,-2.8
CCn1c(Cc2ccccc2)nnc1SCC(=O)Nc1nc2ccccc2s1,-0.6,-0.2,1.7,-1.2,-0.1,0.1,1.9,3.3,6.4,-3.6,2.6
O=C(CO/N=C/c1ccccc1OC(F)F)NC1CCCCC1,-3.7,1.4,1.4,-1.6,-0.6,-0.5,1.4,4.1,4.7,-2.5,0.2
Cc1ccc(O)c(NC(=O)c2ccc3c(c2)C(=O)N(Cc2cccnc2)C3=O)c1,1.1,-1.4,-0.6,-0.9,2.0,1.8,0.0,-5.8,-10.1,4.0,-1.1
Cc1nc(SCCC(=O)O)c2ccccc2n1,0.4,3.6,-0.4,-1.2,-0.1,1.1,2.0,0.4,.,-6.5,1.9
CC(Cc1cccs1)NC(=O)c1cccs1 (stereo not given),4.4,4.5,1.4,-1.6,1.8,4.6,-0.2,4.1,-4.0,0.4,-1.8
Cc1ccc(C)c(NC(=O)C2C(c3ccccc3)C2(Cl)Cl)c1 (stereo not given),-0.3,-2.1,-1.5,-1.6,-0.5,-1.1,0.6,1.1,-3.2,3.5,-1.7
CCOC(=O)c1c(S(=O)(=O)NCC(=O)Nc2ccccc2OC)c(C)n(C)c1C,-0.8,-1.2,0.9,-1.5,-0.1,2.1,-0.5,-5.5,3.3,0.9,-2.5
COc1ccc(C)cc1-n1c(C)cc(C=O)c1C,-1.0,-3.0,-0.4,-1.9,0.2,0.8,0.1,-2.8,-5.2,0.2,-6.0
O=C(NCc1ccc(Cl)cc1)C1CCCN(C(=O)c2ccc(Cl)cc2)C1 (stereo not given),-2.1,-2.5,-0.1,-1.2,0.7,-1.2,6.3,-2.4,6.1,1.0,-1.8
CN(Cc1ccccc1)C(=O)c1ccc(Nc2nc(C(N)Cc3ccc(C(F)(F)F)cc3)cs2)nc1 (stereo not given),-0.1,-6.0,.,-1.4,-0.7,0.9,-25.5,-32.5,3.9,1.1,-8.0
Fc1ccc2cnc(-c3ccsc3)cc2c1,3.4,6.5,.,-0.1,3.4,14.0*,-6.3,-21.3,-4.2,-0.5,4.2
NC(=O)C1CCN(c2nc(-c3ccc(Br)cc3)cs2)CC1,3.8,-2.5,-1.1,-0.8,0.9,9.4,2.3,4.0,-4.6,7.6,-4.0

Following part.
structure,hcDAF12 agonist,SMARCA2 activ,DAX1 inh-2,ssDAF-12 act,DAX1 inh-1,hgDAF12 agonist,PLCg1 inh,PLCb3 inh,NR1D1 modulator,MBD2 inh,ADAM17 inh
NC(=O)c1sc2nnc(-c3ccccc3)c(-c3ccccc3)c2c1N,0.3,-3.0,-0.2,-1.7,0.2,-0.5,-8.3,-20.2,1.2,2.7,-4.0
Cc1ccc(C)c(NC(=O)CN(C)C(=O)CN2C(=O)C3CCCCC3C2=O)c1 (stereo not given),-0.2,-0.8,1.9,-0.8,0.4,1.9,0.0,-7.5,-0.8,-5.3,-14.2
COc1ccc(CCC(=O)NC(C)C)cc1,0.4,-1.8,0.2,0.7,-0.2,-0.5,3.6,3.7,1.9,0.3,0.0
COc1ccc(NC(=O)Cn2c3ccccc3c3nc4n(c(=O)c32)CCS4)cc1OC,-1.6,-1.9,-1.2,-1.1,-0.4,-1.5,0.9,-5.8,20.5,3.4,-4.6
CCn1cc(CNC(=O)C2C3CCC(C3)C2C(=O)O)cn1 (stereo not given),-2.4,0.0,2.4,-1.3,-0.1,-0.6,3.6,0.6,0.8,0.1,-3.5
Cc1nc2ccccn2c1C(=O)N/N=C/c1ccccc1,-1.5,-1.9,0.0,-0.7,0.7,-0.7,-1.4,-9.0,0.4,-1.3,3.4
CC(=O)Nc1cccc(C(=O)NC(C)c2ccc(S(N)(=O)=O)cc2)c1 (stereo not given),4.1,0.2,0.9,0.9,0.0,-1.4,-7.3,-8.8,2.3,3.2,-3.9
O=C(NCCc1ccccc1)c1ccccc1NC(=O)C1CCCCC1C(=O)O (stereo not given),9.3*,4.2,.,0.5,4.9*,17.9*,-12.5,-15.1,0.8,4.2,-24.3
O=C(O)c1cc(N2C(=O)C3C4C=CC(C4)C3C2=O)ccc1N1CCOCC1 (stereo not given),-0.6,-0.7,0.0,-1.3,0.2,1.1,-1.5,-3.6,1.1,0.0,-4.1
Cc1ccc(C)c(-n2c(N)c(C(N)=O)sc2=S)c1,-0.4,-3.5,-0.7,-1.4,-0.2,-0.1,5.5,3.2,4.0,-5.7,6.7
CC(C)(C)n1nnnc1C(c1cccs1)N(Cc1cccnc1)Cc1ccccc1Cl (stereo not given),-0.6,3.1,1.1,-0.8,-1.3,1.9,2.5,-1.3,-2.4,-5.5,1.6
CCC(=O)c1c[nH]c(C(=O)NCCCN2CCOCC2)c1,1.1,0.6,1.0,-1.6,0.2,1.3,-2.0,-0.9,-2.2,-2.6,-2.0
CCOc1ccccc1N1CC(C(=O)Nc2ccc(S(=O)(=O)N3CCCCC3)cc2)CC1=O (stereo not given),-1.0,-1.2,0.3,-0.5,1.6,-0.5,0.3,-3.1,3.0,-0.9,0.5
COc1cccc(N2[C@@H](CC(=O)O)c3ccccc3S2(=O)=O)c1,-0.7,0.0,1.4,-1.1,-0.6,0.4,5.9,3.0,-2.5,0.3,-0.8
CC1=C(CC(=O)O)c2cc(F)ccc2C1=Cc1ccc(S(C)(=O)=O)cc1,-0.4,0.3,-0.5,-0.6,-0.6,2.1,1.3,3.6,5.5,-1.5,-2.6
Cc1ccc(NC(=O)CN2C(=O)N/C(=C/c3ccc(C)s3)C2=O)cc1,1.5,1.2,1.1,-1.1,0.8,1.7,-3.3,-1.7,3.2,-4.2,-1.0
Cc1cccn2c(=O)c3cc(C(=O)N4CCCC(C)C4)sc3nc12 (stereo not given),3.9,-1.9,-0.2,1.2*,0.8,3.2,-105.8,-141.7,-2.0,-5.9,-128.4
Cc1ccc2cc(CN(CCN3CCOCC3)Cc3nnnn3Cc3ccco3)c(=O)[nH]c2c1C,-1.2,0.5,1.0,-1.0,0.4,-0.8,-29.1,-37.5,-3.2,3.5,-15.2
Cc1cc(C(=O)NC2CCC(C)CC2)c(C)o1 (stereo not given),12.6*,2.4,3.1,0.2,7.5*,8.4,2.4,-5.4,-0.9,1.2,-1.2
CCOC(=O)N1CCN(S(=O)(=O)c2ccc(C(=O)N(CCCN(C)C)c3nc4ccc(Cl)cc4s3)cc2)CC1,1.9,0.5,1.2,-1.0,0.9,2.7,3.1,-3.0,-3.8,-1.9,-0.4

An excerpt from above in order of the ssDAF-12 act value, low to high:
molecule,ssDAF-12 act
CC(Cc1cccs1)NC(=O)c1cccs1 (stereo not given),-1.6
Cc1ccc2cc(CN(CCN3CCOCC3)Cc3nnnn3Cc3ccco3)c(=O)[nH]c2c1C,-1.0
CC(C)(C)n1nnnc1C(c1cccs1)N(Cc1cccnc1)Cc1ccccc1Cl (stereo not given),-0.8

(continued)
structure,hcDAF12 agonist,SMARCA2 activ,DAX1 inh-2,ssDAF-12 act,DAX1 inh-1,hgDAF12 agonist,PLCg1 inh,PLCb3 inh,NR1D1 modulator,MBD2 inh,ADAM17 inh
COc1ccccc1C(=O)NNC(=O)CCCN1C(=O)/C(=C/c2cccs2)SC1=S,-1.2,-3.0,-0.5,-2.0,-0.2,3.1,1.9,-2.6,-4.2,-5.6,-2.9
O=C1CSC(c2ccccc2[N+](=O)[O-])N1c1cccc(F)c1 (stereo not given),-0.8,0.6,0.1,-2.1,1.5,-2.6,1.9,-0.3,4.1,-1.6,-1.4
C1CC1Cc1noc(CN2CCN(C3C4CC5CC(C4)CC3C5)CC2)n1 (stereo not given),0.8,-3.2,-0.6,-0.9,-0.2,1.9,-2.0,2.6,-4.1,-0.4,0.0
Cc1ccc2cc(NC(=O)Cc3ccccc3)ccc2n1,1.9,2.4,.,-0.3,1.3,8.1,-13.3,-26.9,1.0,-2.7,-17.2
O=C1CCN(CC2CCCCC2)C=C1C(=O)c1ccccc1,-3.5,1.7,-1.1,-1.3,0.3,-2.3,4.9,2.7,-5.3,-0.3,-0.1
O=[N+]([O-])c1cccnc1Oc1ccc(OCc2ccccc2)cc1,-0.6,4.0,1.5,-0.1,0.6,6.0,2.9,-3.6,1.8,-6.0,0.7
COC(=O)c1ccc(C(=O)NC(=S)Nc2nc3c(s2)CCCC3)cc1,6.2*,5.4,-1.6,0.4,0.3,4.8,-1.4,1.5,3.6,-3.7,0.9
CC1(c2ccccc2)NC(=O)N(CC(=O)NCCC2=CCCCC2)C1=O (stereo not given),-0.1,-2.2,-0.8,-0.8,0.5,-1.4,0.2,-1.8,-6.5,3.9,-0.6
COC(=O)C(C)Sc1ccc2nnc(-c3cccc(F)c3)n2n1 (stereo not given),2.5,-2.1,0.2,-1.2,-0.9,1.9,-111.7,-139.6,1.3,5.9,-33.5
C[C@H]1CN([C@@H](C)CO)C(=O)CCCn2cc(nn2)CO[C@@H]1CN(C)C(=O)C1CCCCC1,-1.6,2.2,0.7,-1.4,0.0,2.0,-1.9,-1.7,-0.3,-1.7,1.3
c1ccc(-c2cnn3nnnc3n2)cc1,-1.7,-1.0,-0.2,-0.7,0.0,1.4,-1.2,-3.5,-4.0,-7.6,-1.2
O=C(Nc1ccc(F)cc1)c1ccc(=O)[nH]n1,1.7,0.3,0.7,-0.6,-0.4,3.0,3.6,-1.8,-7.7,-0.9,-3.5
